# LDHA block = LDHA (human) enzyme inhibition. P00338. purified LDHA, NADH/diaphorase-resazurin fluorescence; stronger effect = lower value. activity change, % (values are at about 110 or 230 µM). actives 0.15% (n = 480,000). AID 1347041; in the data active means activity change below about -30%; inconclusive means mostly about -25% to -30%;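 further: plate controls were DMSO wells for no effect and wells without enzyme for full effect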
#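 Resorufin fluorescence (ex540/em590), read at 0 and 20 min after diaphorase/resazurin addition, reports the NADH left after a 5 min room-temperature reaction of 2 nM human LDH5 with 0.06 mM NADH and 0.2 mM pyruvate.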
# ALOX12 inh = ALOX12 (human) lipoxygenase inhibition; purified 12hLO, xylenol orange hydroperoxide absorbance; P18054; actives 1.1% (n = 580,000); Potency, µM (highest dose often 108 µM), without a hit: at the highest dose activity change, negative = inhibition, usual class: inhibitors; further: potency means the concentration at half of the fitted maximal effect; on the % scale 0 is the no-effect control and ±100 the full control effect
#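 Purified human 12hLO at 150 nM in 25 mM Hepes, 0.01% Triton X-100, pH 7.0, preincubated 15 min at room temperature with compound. Reaction started with 40 uM arachidonic acid, 30 min at room temperature. Hydroperoxide measured by Fe-xylenol orange, 573/405 nm absorbance ratio.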
# GRP78 ERSR act = inducers of ER stress response in human glioma cells. U87-MG GRP78 promoter luciferase reporter, 16 h. Potency, µM, for the others: at the highest dose activation, hits mostly activators. actives 0.02% (n = 420,000). AID 602332; further: potency means the concentration at half of the fitted maximal effect; series mostly up to about 76 µM; % of control where 0% means no effect; nearly all actives have a fitted effect of over 35% in size
#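 Stably transfected U87-MG glioma cells carrying a GRP78-based luciferase sensor; 16 h compound incubation. Luminescence end-point read 10 min after Bright-Glo addition at room temperature.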
# ERG Ets-DNA blk = ERG Ets/DNA interaction inhibition. P11308. fluorescence polarization, His-ERG Ets domain / labelled DNA. Potency, µM (top dose mostly 76.9 µM), for the others: at the highest dose FP activity, negative = inhibition, hits mostly inhibitors. actives 0.028% (n = 370,000); active means well fitted inhibition curve with a large enough effect in the polarisation, with a control signal flat; inconclusive means small, poorly fitted or top-dose-only effect, or effect the other way, or a change in a side signal; inactive means no such curve, though single readings can be large or run the other way; the % refers to the polarisation;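 further: polarization taken with two DNA probes labelled with fluorescein and Texas red; potency means the concentration at half of the fitted maximal effect; % of control where 0% means no effect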
# Target sequence (P11308 whole entry, looked up, the tested form may be a part): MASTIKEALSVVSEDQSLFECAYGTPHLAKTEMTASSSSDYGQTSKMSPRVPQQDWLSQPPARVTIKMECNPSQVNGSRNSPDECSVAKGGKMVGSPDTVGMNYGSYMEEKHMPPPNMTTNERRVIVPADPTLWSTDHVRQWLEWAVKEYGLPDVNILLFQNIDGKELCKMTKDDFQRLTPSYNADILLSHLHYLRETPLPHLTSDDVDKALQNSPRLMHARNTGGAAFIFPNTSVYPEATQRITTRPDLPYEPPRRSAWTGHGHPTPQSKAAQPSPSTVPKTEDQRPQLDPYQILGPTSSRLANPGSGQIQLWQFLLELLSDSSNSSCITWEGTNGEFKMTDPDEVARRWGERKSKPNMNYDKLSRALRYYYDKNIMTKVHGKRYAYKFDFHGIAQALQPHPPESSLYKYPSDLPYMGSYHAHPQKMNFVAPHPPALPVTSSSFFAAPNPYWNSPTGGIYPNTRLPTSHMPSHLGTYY
#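 His-tagged ERG Ets domain (1 uM in the protein solution; 300mM KCl, 50mM Tris-HCl, 1mM EDTA, 1mM DTT, pH 7.5) received compound, then a probe mix of 5 nM fluorescein-DNA and 100nM Texas-615-DNA. Fluorescence polarization was read for both dyes.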
# D2 agonist = agonists of human D2 dopamine receptor | activation, % at 2 µM | actives 0.53% (n = 340,000) | HEK293 T-REx D2 cells, calcium flux agonist mode | AID 485358;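 active means activation over 3 SD above normal in the single-dose calcium agonist read, cut at about 30% in these data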; further: 0% is about no effect
#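 Tetracycline-induced HEK293 Trex cells with D2 receptor force-coupled to calcium signaling, plated overnight at 30 C and loaded with no-wash calcium dye. Calcium flux read kinetically for 180 s after compound addition; responses flag agonists.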
# D2 antagonist = D2 dopamine receptor (human) antagonism; actives 2% (n = 340,000); HEK293 TREx D2 cells, calcium flux, dopamine EC80; inhibition, % at 10 µM; AID 485344; P14416; in the data active means inhibition above about 30%; further: 0% is about no effect
#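 Read-out: kinetic calcium fluorescence (1 cycle/s) in inducible HEK293 T-REx D2 cells after an EC80 dopamine addition that followed 180 s compound preincubation. Loss of the dopamine response indicates antagonism.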
# Vif-APOBEC3F blk = blocks the Vif interaction with APOBEC3F; HeLa A3F-eYFP + Vif (tagged APOBEC3F with the HIV-1 protein that degrades it), YFP fluorescence increase; Potency, µM (top dose mostly 46.1 µM), without a hit: at the top dose activity, negative = active; actives 0.2% (n = 390,000); further: potency means the concentration at half of the fitted maximal effect; % of control where 0% means no effect; nearly all actives have a fitted effect of over 65% in size
#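 HeLa cells stably expressing Vif plus C-terminally eYFP-tagged A3F were seeded, incubated overnight at 37 deg C, dosed with compound, incubated overnight again at 37 deg C. Yellow fluorescence (Ex 488/Em 500-530) reported blocked Vif-mediated A3F-eYFP degradation.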
# RGS4 inh = inhibitors of human regulator of G protein signaling 4; P49798; Transcreener GDP fluorescence polarization, RGS4-accelerated GTP hydrolysis; Potency, µM (series often up to 114 µM), inactives show at the top dose activity change, negative = inhibition, most hits filed as inhibitors; actives 0.039% (n = 390,000); AID 504845; further: potency means the concentration at half of the fitted maximal effect; on the % scale 0 is the no-effect control and ±100 the full control effect; nearly all actives have a fitted effect of over 75% in size; some results filed as inactive show a strong effect at the top dose
# Target sequence (P49798 whole entry, looked up): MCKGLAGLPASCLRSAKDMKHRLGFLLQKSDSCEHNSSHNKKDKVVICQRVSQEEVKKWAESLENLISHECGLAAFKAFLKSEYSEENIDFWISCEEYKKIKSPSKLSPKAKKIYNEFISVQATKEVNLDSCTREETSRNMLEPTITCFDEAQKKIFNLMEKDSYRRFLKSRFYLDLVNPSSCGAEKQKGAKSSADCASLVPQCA
#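 MLSMR compounds (23 nl, pin-transferred) preincubated 10 min at room temperature with a 500nM (2x) first reagent, then RGS4 at 900nM (2x) plus Transcreener GDP mix added; fluorescence polarization (620/688 nm) read before and after 90 min at 30 °C.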
# Vif-A3G inh = inhibitors of Vif-APOBEC3G interaction; Q9HC16; HeLa A3G-eYFP + Vif (tagged APOBEC3G with the HIV-1 protein that degrades it), YFP fluorescence, overnight; Potency, µM (series often up to 46.1 µM), without a hit: at the top dose activity, negative = active, most hits filed as inhibitors; actives 0.076% (n = 410,000); AID 602310;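 further: potency means the concentration at half of the fitted maximal effect; on the % scale 0 is the no-effect control and ±100 the full control effect; nearly all actives have a fitted effect of over 60% in size; hits raise eYFP signal because A3G escapes Vif-driven loss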
# Target sequence (Q9HC16 whole entry, looked up): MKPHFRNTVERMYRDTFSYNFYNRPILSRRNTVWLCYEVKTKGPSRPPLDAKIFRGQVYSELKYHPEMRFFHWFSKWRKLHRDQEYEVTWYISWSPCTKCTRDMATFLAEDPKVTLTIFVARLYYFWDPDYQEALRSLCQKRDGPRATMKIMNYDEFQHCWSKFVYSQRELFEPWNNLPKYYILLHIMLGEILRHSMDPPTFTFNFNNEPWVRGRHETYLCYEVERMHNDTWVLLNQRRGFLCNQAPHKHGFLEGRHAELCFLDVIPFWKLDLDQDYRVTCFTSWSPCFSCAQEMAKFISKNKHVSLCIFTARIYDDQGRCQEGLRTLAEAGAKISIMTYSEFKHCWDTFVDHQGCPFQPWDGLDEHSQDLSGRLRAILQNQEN
#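 HeLa cells stably expressing Vif and C-terminally eYFP-tagged A3G, seeded overnight at 37 deg C, then exposed to compound by pintool overnight at 37 deg C. Rise in yellow fluorescence (Ex 488/Em 500-530, Acumen) marks blocked Vif-driven A3G degradation.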
# Numbers without * were called inactive; ? = inconclusive; · = no result given; & = joins results of further samples; [ ] = another dose, or the depositor's remark. Unless noted, the call rests on the fitted dose curve; in most records, active means well fitted curve in the direction sought with a large enough effect; inconclusive means small, poorly fitted or top-dose-only effect, or another doubt; inactive means no such curve, though single readings can be large; an effect the other way counts as inactive or inconclusive. Some of the compounds tested; the hit share may differ from the screen's.
SMILES	LDHA block	ALOX12 inh	GRP78 ERSR act	ERG Ets-DNA blk	D2 agonist	D2 antagonist	Vif-APOBEC3F blk	RGS4 inh	Vif-A3G inh
O=C(NCc1cccnc1)c1ccc2nc([C@@H]3O[C@H](CO)[C@H](O)[C@H](O)[C@H]3O)[nH]c2c1	-4	10%	0%	·	·	·	·	·	-3%
Cc1oc(C(C)(C)C)cc1C(=O)NCC(=O)NCC(=O)O	0	-21%[57.4 µM]	-2%	·	-0.2	-26	-5%	-6%	1%
O=C(NCc1cccnc1)NC1CC(=O)N(c2ccc3c(c2)OCCO3)C1 (configuration not stated)	-4	7%	2%	-10%	0.3	-4	-4%	20%	-2%
O=C(CN1C(=O)C2C3c4ccccc4C(c4ccccc43)C2C1=O)Nc1cccc(C(=O)O)c1 (configuration not stated)	-8	15%	-2%	-8%	1.6	-1	-10%	-5%	1%
CCCCN(C)CCN1C(=O)C2C(C(=O)Nc3ccc(C)cc3)C3C=CC2(O3)C1C(=O)NC1CCCCC1 (configuration not stated)	2	?	-6%	-2%	-2.6	-14	-4%	15%	1%
COc1ccc(/C=C/C(=O)C2CC2)cc1COc1cccc(C)c1C	-3	?	-4%	-7%	0.6	3	-5%	-18%	-25%
O=c1c2ccccc2ncn1-c1ccc2c(c1)OCCO2	0	11%	-2%	-4%	-0.8	-1	-8%	1%	1%
CCCCN1C[C@H](CSC)[C@@H](CC(=O)Nc2ccc(Br)cc2)C1=O	-2	?	-1%	·	·	·	6%	·	0%
CS(=O)(=O)c1nc(S(=O)(=O)c2ccc(Cl)cc2)c(N2CCN(CCO)CC2)s1	-4	-26%	-8%	-1%	0.0	-4	1%	3%	-3%
COc1ccccc1-n1c(SCC(=O)Nc2ccccc2C)nc(O)cc1=O	-3	-16%	3%	-3%	-1.1	5	-2%	-7%	1%
O=C(NCCN1CCOCC1)c1cc2sccc2n1Cc1ccc(F)cc1	-17	-5%	-5%	-1%	0.1	38*	-2%	25%	0%
Cc1c(S(=O)(=O)N(C)C2CCCCC2)c(=O)n(C)c(=O)n1C	-10	-25%	-3%	-6%	0.2	0	-14%	-4%	0%
COc1cccc(/C=C/c2onc(C)c2S(=O)(=O)N2CCC(C(=O)N3CCC(C)CC3)CC2)c1	-10	?	-2%	-4%	2.0	·	-1%	23%	-2%
Cc1ccc(NC(=O)COC(=O)c2ccco2)cc1C	-4	-23%	2%	·	0.8	-5	2%	-10%	0%
O=C(Nc1ccc(Cl)cc1)Nc1ccccc1C(=O)NCc1ccco1	-5	-23%	2%	·	-0.6	-17	-6%	5%	-9%
CCC(=O)Nc1nnc(/C=C/c2ccccc2)s1	-3	?	1%	0%	·	·	3%	15%	-2%
CCOc1cc(C2C(C(=O)OC(C)C)=C(C)NC3=C2C(=O)CCC3)cc([N+](=O)[O-])c1O (configuration not stated)	-2	-2%	-3%	-24%	0.5	0	7%	7%	0%
Cc1cccc(C(=O)Nc2ccccc2C(=O)OCc2cc(=O)n3nc(C4CC4)sc3n2)c1	-9	-19%	-4%	3%	0.5	·	-7%	8%	3%
CCOCc1nnc(NC(=O)c2cc(OC)cc(OC)c2)s1	-3	-15%	-4%	1%	2.3	-19	-12%	-5%	5%
CCOc1ccc(OCC(=O)Nc2cc(Cl)ccc2-n2cncn2)cc1	0	1%	-1%	·	·	·	-5%	·	0%
O=C(CN1CCN(S(=O)(=O)c2cccc(Br)c2)CC1)NCCc1cccs1	2	-5%	-4%	-1%	-0.1	4	2%	-34%	1%
N#CC(c1ccc(=O)[nH]n1)c1ccc(Cl)cc1Cl (configuration not stated)	-5	-1%	-1%	4%	0.1	0	-15%	6%	-7%
Cc1ccccc1N1C(=O)C2ON(c3ccccc3)C(c3cccnc3)C2C1=O (configuration not stated)	-2	0%	-4%	-7%	0.4	1	-5%	1%	0%
COc1cc(C)ccc1OCCCCN1CC(C)OC(C)C1 (configuration not stated)	-17	?	-5%	5%	0.3	-22	2%	13%	1%
CC(=O)N1c2ccccc2NC(=O)C1(C)C	-16	0%	-3%	-6%	-0.4	-6	3%	36%	1%

# An excerpt from above in order of molecular weight, high to low:
SMILES	LDHA block	ALOX12 inh	GRP78 ERSR act	ERG Ets-DNA blk	D2 agonist	D2 antagonist	Vif-APOBEC3F blk	RGS4 inh	Vif-A3G inh
CS(=O)(=O)c1nc(S(=O)(=O)c2ccc(Cl)cc2)c(N2CCN(CCO)CC2)s1	-4	-26%	-8%	-1%	0.0	-4	1%	3%	-3%
Cc1cccc(C(=O)Nc2ccccc2C(=O)OCc2cc(=O)n3nc(C4CC4)sc3n2)c1	-9	-19%	-4%	3%	0.5	·	-7%	8%	3%
COc1cc(C)ccc1OCCCCN1CC(C)OC(C)C1 (configuration not stated)	-17	?	-5%	5%	0.3	-22	2%	13%	1%

# New compounds follow
SMILES	LDHA block	ALOX12 inh	GRP78 ERSR act	ERG Ets-DNA blk	D2 agonist	D2 antagonist	Vif-APOBEC3F blk	RGS4 inh	Vif-A3G inh
CC1CC(C)CN(C(=O)c2ccccc2Nc2ccc(SC(F)F)cc2)C1 (configuration not stated)	1	-13%	-5%	4%	-0.9	7	1%	-28%	-2%
O=C(CN1CCN(S(=O)(=O)c2ccccc2F)CC1)N1CCc2ccccc2C1	-47*	-27%	-5%	20%	·	·	-5%	40%	1%
COc1ccc2c(Cl)c(C(=O)NN3CCN(C)CC3)sc2c1	-7	-14%	-5%	2%	·	·	7%	9%	-1%
O=C(O)c1cnn2c(C(F)F)cc(C(F)F)nc12	-1	0%	-6%	-10%	-0.3	-11	-7%	7%	0%
S=C(NCC1CCCO1)c1ccc(Br)cc1 (configuration not stated)	-7	?	5%	8%	0.3	2	-10%	?	0%
Cc1ccc(C(=O)Nc2ncccc2C)o1	-3	-28%	0%	56%[activator]	·	·	-9%	14%	1%
O=C(Nc1c2c(nn1-c1ccc([N+](=O)[O-])cc1)CS(=O)(=O)C2)c1cccs1	1	5%	6%	16%	0.2	8	-2%	10%	0%
CCOC(=O)c1c(NC(=O)COC(=O)c2c(C)noc2C)sc2c1CCC2	1	-17%	-4%	-3%	1.3	15	8%	-18%	-2%
CC1CN(C)C(C)c2c1oc1ccc(N)cc21 (configuration not stated)	17	-16%	-4%	4%	0.2	0	5%	-18%	0%
CCc1nn(CC(=O)N2CCN(c3ccc(Cl)cc3)CC2)c(=O)c2cc3occc3n12	-7	-16%	-2%	3%	0.2	·	0%	11%	4%
COc1ccccc1C(=O)NCC(=O)N(C)Cc1nc2ccccc2c(=O)[nH]1	-2	17%	-7%	·	·	·	1%	·	0%
O=C(CC(C(=O)O)c1c(F)cccc1Cl)c1ccc(Cl)cc1 (configuration not stated)	-4	8%	0%	-15%	-1.5	25	-10%	10%	-5%
CC(=O)C(=Cc1cc(C)n(-c2ccccc2)c1C)C(C)=O	-1	-16%	2%	9%	5.2	-7	2%	3%	0%
COc1cc2oc(=O)cc(-c3ccc(-c4ccc(F)c(Cl)c4)cc3)c2c(OC)c1OC	4	1%	-2%&-7%	-16%	·	·	2%	-11%	6%
NC(=O)c1ccc(C(F)(F)F)n(Cc2ccccc2Cl)c1=O	-8	-11%	-6%	-1%	1.7	-17	-4%	-5%	-5%
COc1cccc(NC(=O)C2CCCN2S(=O)(=O)c2ccc3c(c2)C(C)(C)C(=O)N3C)c1 (configuration not stated)	0&0	14%[57.4 µM]	2%&-3%	-10%&-2%	-0.9&-0.2	3	1%&3%	3%&-10%	2%&4%
CCCC(=O)N1c2ccc(-c3csc(N)n3)cc2CC1C (configuration not stated)	1	-29%	-1%	6%	0.9	5	8%	-33%	0%
Cc1ccc(Nc2ncccc2C(N)=O)cc1[N+](=O)[O-]	-1	-16%	7%	13%	1.4	-8	-1%	-32%	-2%
Cc1cc(=O)oc(C)c1C(=O)NCCc1ccccc1	0	1%	-3%	2%	1.3	-1	-6%	-4%	-1%
CSCCC(NC(=O)c1ccccc1)C(=O)NCCCSc1ccccc1 (configuration not stated)	3	440%[activator]	1%	2%	-0.1	-15	4%	-10%	-2%
O=C(CSc1ncnc2c1nnn2-c1ccc(F)cc1)NCC1CCCO1 (configuration not stated)	-5	36%[activator]	4%	0%	0.2	1	-5%	-10%	-6%
O=C(NCc1ccncc1)C(=O)NCC1OCCCN1S(=O)(=O)c1ccccc1 (configuration not stated)	-2	-10%	-1%	4%	-0.3	-9	1%	2%	1%
CCOc1ccc(CNCc2c(C(=O)O)c(C)n(Cc3c(F)cccc3Cl)c2C)cc1OC	-3	-22%	-4%	-1%	1.2	·	0%	-9%	4%
CCc1ccc(C2CC(=O)N(c3ccc(F)cc3)C3=C2C(=O)OC3)cc1 (configuration not stated)	0	-14%	-5%	11%	-0.8	-8	2%	1%	2%
Cc1nc2ccc(C(=O)N3CCN(c4ccccc4)CC3)cn2c1N(C)C(=O)CCc1ccccc1	-9	15%	-3%	·	·	·	·	·	1%
CCCNC(=O)CS(=O)(=O)Cc1nc(-c2ccccc2C)oc1C	-10	0%	-5%	-1%	-0.1	40*	0%	-10%	-2%
Cc1c(NC(=O)c2cnn3cccnc23)c(=O)n(-c2ccccc2)n1C	-2	-28%	3%	10%	-1.2	-16	2%	1%	0%

# Screening data from PubChem.
